Screens from PubChem BioAssay.
NCI-60 one-dose screen, 48 h, at 10 µM unless noted. Numbers give growth in % (100 = growth as untreated, 0 = no growth, -100 = all killed).
UACC-62: UACC-62 melanoma; 5.4% of 81,000 active
M14: M14 melanoma. 6.2% of 80,000 active
SK-MEL-2: SK-MEL-2 melanoma. 4.7% of 77,000 active. AID 1794763
SK-MEL-5: SK-MEL-5 melanoma; 6.4% of 80,000 active
MALME-3M: MALME-3M melanoma; 5.8% of 78,000 active; AID 1794766
A549/ATCC: A549/ATCC NSCLC | AID 1794740 | 3.7% of 81,000 active
UACC-257: UACC-257 melanoma; 4.4% of 78,000 active; AID 1794764
EKVX: EKVX NSCLC. 3% of 71,000 active. AID 1794765
* = called active by the depositor; x = no result given; & = joins results of further samples. The calls were made as follows: active = growth percent below 10; inactive = the rest.

Keys: A = UACC-62; B = M14; C = SK-MEL-2; D = SK-MEL-5; E = MALME-3M; F = A549/ATCC; G = UACC-257; H = EKVX
molecule: CC(C)n1cc(C2=C(c3cccc4ccccc34)C(=O)N(O)C2=O)c2cc(Br)ccc21
  A: 79	B: 95	C: 101	D: 84	E: 97	F: 96	G: 95	H: 87
molecule: S=C(S)OCCOC(=S)S
  A: 114	B: 112	C: 105	D: 112	E: 127	F: 99	G: 112	H: 118
molecule: CCC(=O)Oc1ccc(C(OC(C)=O)OC(C)=O)cc1
  A: 101	B: 97	C: 102	D: 105	E: 107	F: 80	G: 85	H: 95
molecule: O=C(N/N=C/c1ccccc1[N+](=O)[O-])c1cc(-c2nc3ccccc3[nH]2)nc2ccccc12
  A: 73	B: 91	C: 84	D: 62	E: 122	F: 97	G: 118	H: 88
molecule: COc1ccc2[nH]c(=O)c(C(C)=O)c(O)c2c1
  A: 100	B: 100	C: 115	D: 102	E: 103	F: 86	G: 91	H: 119
molecule: CCOC(=O)NC(=S)n1oc(=O)c2ccccc21
  A: 93	B: 104	C: 110	D: 108	E: 95	F: 103	G: 105	H: 101
molecule: CC(=O)N(C)c1ccc(Nc2ccc(Nc3ccc(N(C)C(C)=O)cc3)c3c2C(=O)c2ccccc2C3=O)cc1
  A: 89	B: 86	C: 83	D: 79	E: 113	F: 64	G: 75	H: x
molecule: CN1c2ccccc2C(=O)N(NC(=O)Nc2ccccc2)C1c1ccc([N+](=O)[O-])cc1 (stereo unspecified)
  A: 93	B: 33	C: 106	D: 100	E: 100	F: 109	G: 107	H: 107
molecule: COc1cc2c(cc1OC)/C(=C/c1sc(=S)[nH]c1O)C(C(=O)O)=N2
  A: 99	B: 99	C: 97	D: 102	E: 105	F: 100	G: 95	H: x
molecule: NS(=O)(=O)c1ccc(N2N=C(c3ccc(Cl)c(Cl)c3)CC2c2cn(-c3ccccc3)nc2-c2ccc(Cl)cc2)cc1 (stereo unspecified)
  A: 87	B: 75	C: 96	D: 100	E: x	F: 70	G: 98	H: x
molecule: COc1nccc2cc3c(=O)n4c(cc5ccccc54)c(=O)n3c12
  A: 101	B: 97	C: 94	D: 97	E: 86	F: 104	G: 114	H: x
molecule: COc1ccc(OC)c(Nc2nnc(-c3ccc(Cl)cc3)o2)c1
  A: 98	B: 93	C: 97	D: 104	E: 67	F: 45	G: 104	H: 82
molecule: NC(=O)CSCC(N)=O
  A: 107	B: 104	C: 107	D: 104	E: 93	F: 95	G: 101	H: x
molecule: CC1CCCN(C2CCN(S(=O)(=O)c3ccccc3)CC2)C1 (stereo unspecified)
  A: 103	B: 98	C: 94	D: 99	E: 102	F: 105	G: 85	H: x
molecule: CCOC(=O)CCCCN1C(=O)S/C(=C\c2cc(OC)c(OC)c(OC)c2)C1=O
  A: 96	B: 90	C: x	D: 106	E: 99	F: 100	G: 95	H: 100
molecule: COc1cc(/C=C/C(=O)c2ccc(B(O)O)cc2)cc(OC)c1OC
  A: x	B: 95	C: 95	D: 82	E: 97	F: 68	G: 76	H: 86
molecule: C[C@H]1N=C(c2ccc(Br)cc2)Nc2nc3ccccn3c2C1=O
  A: 84	B: 99	C: 82	D: 94	E: 101	F: 100	G: 101	H: x
molecule: CCCCOC(=O)C1CCCC1=O (stereo unspecified)
  A: 107	B: 102	C: 90	D: 111	E: 93	F: 99	G: 98	H: 98
molecule: O=C(Nc1ccc(Cl)cc1)c1cc(NCc2cc(O)ccc2O)ccc1O
  A: 66	B: 102	C: 79	D: 83	E: 80	F: 81	G: 77	H: 94
molecule: C#CC#CC#CC#CC#CC#CC#CC#CC[C@@H]1OC[C@@H](COC(=O)O[C@@H](C(=O)O[C@H]2C[C@@]3(O)[C@@H](OC(=O)c4ccccc4)[C@@H]4[C@]5(OC(C)=O)CO[C@@H]5C[C@H](O)[C@@]4(C)C(=O)[C@H](OC(C)=O)C(=C2C)C3(C)C)[C@@H](NC(=O)c2ccccc2)c2ccccc2)O1
  A: 25	B: -6.1*	C: 105	D: 22	E: 37	F: 95	G: 96	H: 35
molecule: CCN(CC)c1ccc2c(c1)OS(=O)(=O)N=C2
  A: 101	B: 99	C: 113	D: 100	E: 98	F: 106	G: 103	H: 88
molecule: N#CCCNC=O
  A: 90	B: 98	C: 110	D: 92	E: 91	F: 95	G: 96	H: 101
molecule: O=C(Nc1ccc(NC(=O)c2cc(S(=O)(=O)NC3CCCCC3)c(O)c(O)c2O)cc1)c1cc(S(=O)(=O)NC2CCCCC2)c(O)c(O)c1O
  A: 87	B: 96	C: 98	D: 92	E: 102	F: 96	G: 90	H: 93
molecule: Cc1cc(OC(=O)CCl)ccc1C(C)(C)C
  A: 105	B: 98	C: 102	D: 100	E: 95	F: 105	G: 109	H: 102
molecule: Cc1nn(-c2ccccc2)nc1C(=O)Nc1ccccc1C(=O)NCC1CC1
  A: 88&86	B: 82&105	C: 103&117	D: 93&96	E: 97&135	F: 39&68	G: 111	H: 79
molecule: COc1cc2oc(-c3ccc(O)cc3)cc(=O)c2c(O)c1I
  A: 102	B: 110	C: 103	D: 101	E: 115	F: 97	G: 97	H: 88
molecule: COc1ccc(/C=N/c2n[nH]c(Nc3ccccc3)n2)cc1OC
  A: 101	B: 115	C: 109	D: 101	E: 107	F: 105	G: 111	H: 92
molecule: CCCN(CCC)C(=O)C(C)C
  A: 102	B: 97	C: x	D: 105	E: 105	F: 105	G: 105	H: 106
molecule: C=CCN(CC=C)C1=CC(=O)C(=O)c2ccccc21
  A: 94	B: 103	C: 101	D: 98	E: 104	F: 102	G: 92	H: x
molecule: N#C/C(=C\c1c[nH]c2ccccc12)C(=O)Nc1sc2c(c1C#N)CCCC2
  A: 92	B: 99	C: 109	D: 98	E: 115	F: 102	G: 116	H: 96
molecule: Cc1cc(Cl)ccc1NC(=O)Nc1ccc(-c2ccc3c(c2)NC(=O)/C3=C\c2ccc[nH]2)cc1
  A: 98	B: 108	C: 121	D: 106	E: 100	F: 105	G: 117	H: 67
molecule: CCOC(=O)c1nn(CC(O)c2ccccc2)c(NC(=O)Nc2ccc(F)cc2)c1C (stereo unspecified)
  A: 85	B: 103	C: 97	D: 102	E: 88	F: 81	G: 82	H: 99
molecule: COc1cc2nc3cc([N+](=O)[O-])ccc3c(NCCCNCCO)c2cc1OC
  A: -65*	B: -67*	C: -44*	D: -94*	E: -83*	F: -27*	G: -53*	H: 7.5*
molecule: CCOC(=O)c1cc(I)c(N)c(I)c1
  A: 103	B: 115	C: 114	D: 102	E: 106	F: 102	G: 109	H: 95
molecule: O=C(Nc1ccc([N+](=O)[O-])cc1)C(=O)Nc1ccc([N+](=O)[O-])cc1
  A: 97	B: 104	C: 97	D: 100	E: 105	F: 68	G: 78	H: 103
molecule: CNS(=O)(=O)c1cc(C)ccc1C
  A: 108	B: 104	C: 112	D: 103	E: 100	F: 93	G: 94	H: 114
molecule: O=C(/C=C/c1cn(-c2ccccc2)nc1-c1ccccc1)NNC(=O)Nc1ccc(F)cc1
  A: 91	B: 102	C: 112	D: 102	E: 100	F: 99	G: 108	H: 98
molecule: CC(C)=CCc1ccc(O)c(=O)cc1C(C)C
  A: 14	B: -17*	C: 17	D: -17*	E: x	F: 9.1*	G: 14	H: 14
molecule: COc1ccc(/C=C/c2cc(O)cc(OC3OC(CO)C(O)C(O)C3O)c2)cc1O (stereo unspecified)
  A: 54	B: 102	C: 106	D: 43	E: 92	F: 36	G: 96	H: 107
molecule: CCC(CC)(C(=O)O)C(=O)O
  A: 102	B: 95	C: 111	D: 92	E: 110	F: 102	G: 101	H: x

Exported as labelled records: entries from further up
> Cc1cc(Cl)ccc1NC(=O)Nc1ccc(-c2ccc3c(c2)NC(=O)/C3=C\c2ccc[nH]2)cc1
  UACC-62 = 98; M14 = 108; SK-MEL-2 = 121; SK-MEL-5 = 106; MALME-3M = 100; A549/ATCC = 105; UACC-257 = 117; EKVX = 67

> CCOC(=O)c1nn(CC(O)c2ccccc2)c(NC(=O)Nc2ccc(F)cc2)c1C (stereo unspecified)
  UACC-62 = 85; M14 = 103; SK-MEL-2 = 97; SK-MEL-5 = 102; MALME-3M = 88; A549/ATCC = 81; UACC-257 = 82; EKVX = 99

> COc1cc2nc3cc([N+](=O)[O-])ccc3c(NCCCNCCO)c2cc1OC
  UACC-62 = -65*; M14 = -67*; SK-MEL-2 = -44*; SK-MEL-5 = -94*; MALME-3M = -83*; A549/ATCC = -27*; UACC-257 = -53*; EKVX = 7.5*

Remaining list, next part:
Keys: A = UACC-62; B = M14; C = SK-MEL-2; D = SK-MEL-5; E = MALME-3M; F = A549/ATCC; G = UACC-257; H = EKVX
molecule: COc1cc2nc(SCc3cc(OC)c(OC)c(OC)c3)n(-c3ccccc3OC)c(=O)c2cc1OC
  A: 72	B: 77	C: x	D: x	E: 63	F: 88	G: x	H: x
molecule: O=C(NC(=S)Nc1cc(-c2ccc(Cl)cc2)[nH]n1)c1cccs1
  A: 94	B: 99	C: 90	D: 96	E: 109	F: 90	G: 108	H: 87
molecule: CC(=O)Nc1cccc2cc(O)ccc12
  A: 97&91&96	B: 98&92	C: 101&125	D: 106&117&113	E: 98&127&101	F: 99&111&118	G: 90&103&123	H: 99&120&101
molecule: CCCNC(=O)Oc1ccc(/C(=C(\C)c2ccccc2)c2ccc(OCCN3CCCCC3)cc2)cc1
  A: 71	B: 14	C: 91	D: 78	E: 61	F: 62	G: -14*	H: 82
molecule: COc1ccc(-c2cc3ccc(N(C)C)cc3nc2N)c(F)c1
  A: 48	B: -60*	C: 48	D: -63*	E: 25	F: 41	G: 23	H: 32
molecule: O=C(CS(=O)(=O)c1ccc(Cl)cc1)Nc1ccccc1C(=O)O
  A: 101	B: 107	C: 121	D: 105	E: 114	F: 108	G: 114	H: 102
molecule: Cn1cnc2c(F)c(Nc3ccc(Br)cc3Cl)c(C(=O)NOCCO)cc21
  A: -27*	B: 6.1*	C: x	D: 38	E: -16*	F: 36	G: -21*	H: 54
molecule: O=C1Nc2ccc([N+](=O)[O-])cc2C1=Nc1ccc(O)cc1
  A: 94	B: 95	C: 103	D: 96	E: 98	F: 101	G: 95	H: 98
molecule: Cc1ccc(NC(=O)CSc2nnc(-c3ccc(NC(=O)c4cccnc4)cc3)n2N)cc1
  A: 98	B: 102	C: 122	D: 106	E: 107	F: 104	G: 104	H: 104
molecule: CNC(=O)c1cc(-n2ccc3cc(NC(=S)Nc4ccccc4)ccc32)ccn1
  A: 94	B: 106	C: 114	D: 100	E: 94	F: 96	G: 100	H: 101

Record cards, as listed above. Order of screens: UACC-62 | M14 | SK-MEL-2 | SK-MEL-5 | MALME-3M | A549/ATCC | UACC-257 | EKVX
O=C(NC(=S)Nc1cc(-c2ccc(Cl)cc2)[nH]n1)c1cccs1 is listed as 94 | 99 | 90 | 96 | 109 | 90 | 108 | 87
O=C(CS(=O)(=O)c1ccc(Cl)cc1)Nc1ccccc1C(=O)O is listed as 101 | 107 | 121 | 105 | 114 | 108 | 114 | 102
CC(=O)Nc1cccc2cc(O)ccc12 is listed as 97&91&96 | 98&92 | 101&125 | 106&117&113 | 98&127&101 | 99&111&118 | 90&103&123 | 99&120&101

Carrying on.
Keys: A = UACC-62; B = M14; C = SK-MEL-2; D = SK-MEL-5; E = MALME-3M; F = A549/ATCC; G = UACC-257; H = EKVX
molecule: O=c1[nH]c(=O)n(C2CC(O)C(CO)O2)cc1NCc1ccccc1 (stereo unspecified)
  A: 97	B: 96	C: 114	D: 98	E: 96	F: 104	G: 120	H: 104
molecule: Oc1ccc(Cl)cc1-c1cc(-c2ccc(F)cc2)n[nH]1
  A: 59	B: 77	C: x	D: 45	E: 78	F: 62	G: 97	H: 51
molecule: Fc1cc(-c2nnc3sc(-c4ccc(Cl)cc4Cl)nn23)c(Cl)cc1Cl
  A: 92	B: 97	C: 95	D: 67	E: 52	F: 66	G: 85	H: 73
molecule: CC(=O)Nc1ccc(S(=O)(=O)N/N=C\c2ccc(Cl)c(Cl)c2)cc1
  A: 99	B: 102	C: 91	D: 104	E: x	F: 94	G: 103	H: 100
molecule: CCCCC[C@@H]1N=C(N)N[C@@H]2CC[C@H]1O2
  A: 99	B: 91	C: 141	D: 97	E: 88	F: 96	G: 89	H: 89
molecule: C[C@H](O)[C@H]1CCC(=O)[C@]23CC(=O)[C@@H]4C[C@@H](O)[C@@H](O)C[C@]4(C)[C@H]2CC[C@]13C
  A: 90	B: 100	C: 97	D: 101	E: 108	F: 87	G: 92	H: 101
molecule: COc1ccccc1/C=C/C=N/NC1=NC2C(S1)N(C)C(=O)N2C (stereo unspecified)
  A: 47	B: 19	C: 24	D: 34	E: 44	F: 48	G: 79	H: 40
molecule: NC(N)=NS(=O)(=O)c1ccc(NCc2nc3ccccc3c(=O)[nH]2)cc1
  A: 112	B: 93	C: 104	D: x	E: 101	F: 94	G: 90	H: x
molecule: Cc1cc(O)cc(O)c1N=NC1=NCCS1
  A: 100	B: 98	C: 98	D: 111	E: 94	F: 101	G: 101	H: 97
molecule: O=S1(=O)N=C(OC(CCl)CCl)c2ccccc21
  A: 103	B: 103	C: 98	D: 100	E: 102	F: 107	G: 104	H: x
molecule: O=C(O)C1C2C=CC(C2)C1C(=O)Nc1cccc([N+](=O)[O-])c1 (stereo unspecified)
  A: 100	B: x	C: x	D: 99	E: 98	F: 99	G: 98	H: x
molecule: Oc1ccccc1C=NCc1ccccc1
  A: 101	B: 97	C: 107	D: x	E: 115	F: 100	G: 101	H: 110
molecule: CC(=O)OC1CCC2(C)C(=CCC3C2CCC2(C)C(C(C)=O)CCC32)C1 (stereo unspecified)
  A: 85	B: 101	C: 117	D: 90	E: 88	F: 94	G: 100	H: 76
molecule: O=C(Cc1ccccc1)c1ccccn1
  A: 105	B: 106	C: 121	D: x	E: 115	F: 107	G: 113	H: 93
